PREPL inh: PREPL enzyme inhibitors, primary screen, biochemical, fluorescence polarization; recombinant PREPL, fluorescence polarization activity-based probe; Prolyl endopeptidase-like (Homo sapiens), Q4J6C6; hit rate 0.68% among 320,000; inhibition, % at 5.96 µM; in the data active = inhibition above about 43%;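 also: 0% = enzyme with DMSO and 100% = wells lacking enzyme; many of its hits are not listed in these tables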
PAFAH1B2 inh: PAFAH1B2 enzyme inhibitors, primary screen, biochemical, fluorescence polarization, human; recombinant PAFAH1B2, FP-rhodamine activity probe; inhibition, % at 3.39 µM; hit rate 1.2% among 340,000;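 active = inhibition above the mean of all tested compounds plus 3 SD, cut at about 24% in these data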;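 also: 0% = enzyme with DMSO and 100% = wells lacking PAFAH1B2; many of its hits are not listed in these tables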
LYPLA2 counter: LYPLA2 inhibitors, primary screen, counter-screen for PME1 inhibitor project, biochemical, fluorescence polarization, FP-Rh probe ABPP; recombinant LYPLA2; AID 2177, 2009; hit rate 0.38% among 320,000; inhibition, % at 5.9 µM;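 active = inhibition above the screen-wide mean plus 3 SD, limit set per campaign, cut at about 26% in these data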;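 also: 0% = LYPLA2 with DMSO and 100% = wells lacking LYPLA2 enzyme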
PAD4 inh: human PAD4 inhibitors, primary screen, biochemical, fluorescence polarization, 1536-well format; Protein-arginine deiminase type-4 (Homo sapiens), Q9UM07; hit rate 0.41% among 330,000; recombinant PAD4, RCA probe fluorescence polarization; inhibition, % at 6.36 µM;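 active = percent inhibition above a cutoff equal to the mean of all tested compounds plus 3 SD, cut at about 15% in these data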;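 also: 0% = PAD4 with RCA probe and DMSO and 100% = probe without PAD4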
Target sequence (Q9UM07 whole entry, looked up): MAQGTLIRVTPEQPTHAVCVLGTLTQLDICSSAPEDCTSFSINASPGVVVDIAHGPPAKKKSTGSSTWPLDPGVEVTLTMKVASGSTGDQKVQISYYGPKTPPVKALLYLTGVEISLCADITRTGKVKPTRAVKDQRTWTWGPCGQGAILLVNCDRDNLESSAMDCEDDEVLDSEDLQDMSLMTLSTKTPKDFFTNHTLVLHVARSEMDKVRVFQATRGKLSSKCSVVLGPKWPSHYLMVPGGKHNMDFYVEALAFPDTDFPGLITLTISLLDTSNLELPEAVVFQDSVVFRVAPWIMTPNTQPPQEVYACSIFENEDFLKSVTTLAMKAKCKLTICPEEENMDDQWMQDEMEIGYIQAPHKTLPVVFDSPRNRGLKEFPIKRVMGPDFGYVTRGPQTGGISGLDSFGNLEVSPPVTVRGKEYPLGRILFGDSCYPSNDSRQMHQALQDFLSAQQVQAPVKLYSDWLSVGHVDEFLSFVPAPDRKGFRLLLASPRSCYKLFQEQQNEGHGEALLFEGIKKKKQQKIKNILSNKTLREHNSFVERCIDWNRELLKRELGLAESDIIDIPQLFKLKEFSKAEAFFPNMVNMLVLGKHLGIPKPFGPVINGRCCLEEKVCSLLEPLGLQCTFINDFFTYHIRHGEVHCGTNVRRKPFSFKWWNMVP
LYPLA1 inh: LYPLA1 inhibitors, primary screen, counter-screen for PME1 inhibitor project, biochemical, fluorescence polarization, FP-Rh probe ABPP; Acyl-protein thioesterase 1 (Homo sapiens), O75608; recombinant LYPLA1; inhibition, % at 5.9 µM; hit rate 0.16% among 320,000; AID 2174, 2009;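 active = inhibition above the mean of all tested compounds plus 3 SD, set per campaign, cut at about 14% in these data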;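 also: inhibitors block serine hydrolase probe labeling of LYPLA1 so polarization falls; 0% = enzyme with DMSO and 100% = wells lacking LYPLA1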
PAFAH1B3 FP inh: PAFAH1B3 enzyme inhibitors, primary screen, biochemical, fluorescence polarization, human | Platelet-activating factor acetylhydrolase IB subunit alpha1 (Homo sapiens), Q15102 | recombinant PAFAH1B3, FP-rhodamine probe | inhibition, % at 3.39 µM | hit rate 0.28% among 340,000 | AID 492972, 2010;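 active = inhibition above the screen-wide average of all tested compounds plus 3 SD, cut at about 25% in these data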;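 also: 0% = enzyme with DMSO only and 100% = wells lacking PAFAH1B3 protein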
Target sequence (Q15102 whole entry, looked up): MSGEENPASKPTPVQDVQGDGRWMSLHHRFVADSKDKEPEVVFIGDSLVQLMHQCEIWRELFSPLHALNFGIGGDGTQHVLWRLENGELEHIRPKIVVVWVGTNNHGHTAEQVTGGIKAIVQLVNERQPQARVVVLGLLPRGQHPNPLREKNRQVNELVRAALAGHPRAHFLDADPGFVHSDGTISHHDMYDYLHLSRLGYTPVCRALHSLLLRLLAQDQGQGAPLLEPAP
PAFAH2 FP inh: PAFAH2 enzyme inhibitors, primary screen, biochemical, fluorescence polarization, human | Platelet-activating factor acetylhydrolase 2, cytoplasmic (Homo sapiens), Q99487 | recombinant PAFAH2, FP-rhodamine activity probe | inhibition, % at 3.39 µM | hit rate 0.99% among 340,000;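 active = inhibition above the mean over all tested compounds plus 3 SD, cut at about 30% in these data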;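 also: inhibitors block probe labeling of enzyme so polarization drops; 0% = enzyme with DMSO and 100% = wells lacking PAFAH2 protein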
pPAFAH inh: pPAFAH enzyme inhibitors, primary screen, biochemical, fluorescence polarization, human. Platelet-activating factor acetylhydrolase (Homo sapiens), Q13093. inhibition, % at 3.39 µM. recombinant pPAFAH, FP-rhodamine probe fluorescence polarization. hit rate 1.5% among 330,000;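 active = inhibition above the mean inhibition across the screen plus 3 SD, cut at about 25% in these data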;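 also: inhibitors block binding of the rhodamine activity-based probe so polarization drops; 0% = enzyme with DMSO and 100% = wells lacking pPAFAH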
GSTO1 inh: inhibitors of recombinant GSTO1, primary screen, counter-screen for RBBP9 inhibitor project, biochemical, fluorescence polarization. AID 1974, 2009. Glutathione S-transferase omega-1 (Homo sapiens), P78417. activity-based probe fluorescence polarization. inhibition, % at 5.96 µM. hit rate 1.1% among 300,000;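 active = inhibition above the campaign mean inhibition plus 3 SD, cut at about 35% in these data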;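 also: 0% = GSTO1-1 with DMSO and 100% = wells lacking GSTO1-1 enzyme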
An asterisk follows results filed as active; · = no result given; & = joins results of further samples. A portion of the library; count on the stated rates, not on these rows.

molecule,PREPL inh,PAFAH1B2 inh,LYPLA2 counter,PAD4 inh,LYPLA1 inh,PAFAH1B3 FP inh,PAFAH2 FP inh,pPAFAH inh,GSTO1 inh
CC1=NC(C)(C)Cc2c(C)cccc21,2,4,1,-6,-2,5,2,3,-8
O=S(=O)(c1ccccc1F)N1CCN(CCOc2ccccc2)CC1,16,4,-4,-6,1,3,10,-3,·
Cc1nn(-c2ccccc2)c(Cl)c1/C=N/NC(=O)c1ccnn1C,-5,4,5,-1,4,3,-1,3,3
O=C(O)c1ccc(CNC(=O)c2ccccc2NC(=O)c2ccc([N+](=O)[O-])cc2)cc1,20,4,-5,-2,0,4,38*,2,-4
N#Cc1ccc(C(CC(=O)O)N2Cc3ccccc3C2=O)cc1 (centres undefined),8,4,5,-1,3,5,-3,0,7
O=c1[nH]n(Cc2ccccc2)c(=O)c2ccccc12,1,4,-1,3,0,4,6,6,0
O=C(CN1CCCc2ccccc21)NC(=O)NCc1ccccc1,6,2,6,-3,-2,0,-8,7,1
CC(=O)N1CCc2c(sc3c2c(=O)n(-c2ccccc2)c(=O)n3Cc2ccccc2Cl)C1,2,-2,0,-7,-4,-11,-1,7,-1

4 of the entries above in order of the pPAFAH inh value, rising:
smiles	pPAFAH inh
N#Cc1ccc(C(CC(=O)O)N2Cc3ccccc3C2=O)cc1 (centres undefined)	0
O=C(O)c1ccc(CNC(=O)c2ccccc2NC(=O)c2ccc([N+](=O)[O-])cc2)cc1	2
CC1=NC(C)(C)Cc2c(C)cccc21	3
CC(=O)N1CCc2c(sc3c2c(=O)n(-c2ccccc2)c(=O)n3Cc2ccccc2Cl)C1	7

Next part
molecule,PREPL inh,PAFAH1B2 inh,LYPLA2 counter,PAD4 inh,LYPLA1 inh,PAFAH1B3 FP inh,PAFAH2 FP inh,pPAFAH inh,GSTO1 inh
Cc1nn(CC(=O)N2CCN(c3ccccc3)CC2)c(C)c1[N+](=O)[O-],10,3,0,-1,-1,7,1,-3,0
COc1ccc(C)cc1NC(=O)CSc1ccc(-c2sc(C)nc2C)nn1,-2,-2,3,-3,-2,1,3,5,6
COc1ccccc1-n1c(CNC(=O)c2ccco2)n[nH]c1=S,0,4,-1,0,-5,-1,3,2,0
COc1ccc(N(CC(=O)NCc2cccs2)S(=O)(=O)c2c(C)nn(C)c2C)cc1,-1,4,0,2,1,2,7,2,-2
CC(=O)CSc1nnc(Cc2ccc3c(c2)OCO3)o1,-1,7,-1,4,-2,2,-2,3,1
COc1ccc(C=NCC2OCCc3ccccc32)cc1OC (centres undefined),10,5,2,3,-4,-1,6,-2,4
COc1ccc(C)cc1N(CC(=O)N1CCc2ccccc2C1)S(C)(=O)=O,-5,0,-1,-2,4,-5,1,5,1
CCCCNC(=O)CC1N=C2c3ccccc3N=C(SCC(=O)Nc3cccc(C)c3)N2C1=O (centres undefined),19,0,-1,0,-4,-2,-3,4,8

Single records, from the list above.
Record of O=S(=O)(c1ccccc1F)N1CCN(CCOc2ccccc2)CC1 → PREPL inh = 16; PAFAH1B2 inh = 4; LYPLA2 counter = -4; PAD4 inh = -6; LYPLA1 inh = 1; PAFAH1B3 FP inh = 3; PAFAH2 FP inh = 10; pPAFAH inh = -3; GSTO1 inh = ·
Record of COc1ccc(C)cc1NC(=O)CSc1ccc(-c2sc(C)nc2C)nn1 → PREPL inh = -2; PAFAH1B2 inh = -2; LYPLA2 counter = 3; PAD4 inh = -3; LYPLA1 inh = -2; PAFAH1B3 FP inh = 1; PAFAH2 FP inh = 3; pPAFAH inh = 5; GSTO1 inh = 6
Record of O=c1[nH]n(Cc2ccccc2)c(=O)c2ccccc12 → PREPL inh = 1; PAFAH1B2 inh = 4; LYPLA2 counter = -1; PAD4 inh = 3; LYPLA1 inh = 0; PAFAH1B3 FP inh = 4; PAFAH2 FP inh = 6; pPAFAH inh = 6; GSTO1 inh = 0

(cont.)
molecule,PREPL inh,PAFAH1B2 inh,LYPLA2 counter,PAD4 inh,LYPLA1 inh,PAFAH1B3 FP inh,PAFAH2 FP inh,pPAFAH inh,GSTO1 inh
CSc1ccc(CCNC(=O)c2cccc3c2C(=O)N(C2CCCCC2)C3)cc1,-9,-1,-13,-4,-5,2,1,3,-5
CS(=O)(=O)N(CC(=O)N1CCc2ccccc2C1)c1ccc2c(c1)OCO2,-37,-2,7,-2,0,3,-5,8,9
CN(C)C(=O)C(NC(=O)c1ccccc1)=C(Cl)Cl,7,1,-3,-2,1,-5,-7,-1,-2
CCN(C(=O)CSc1nc2ccc([N+](=O)[O-])cc2s1)C1CCS(=O)(=O)C1 (centres undefined),6,-3,1,-1,1,-8,0,7,5
O=C(CSc1n[nH]c(-c2cccs2)n1)NCc1ccc2c(c1)OCO2,-15,5,4,-1,2,6,-1,7,-5
CC(=O)N1N=C(c2ccccc2)CC1c1cn(C)c2ccccc12 (centres undefined),14,5,9,0,2,0,-5,12,2
Cn1nc(C(=O)N2CCN(S(=O)(=O)c3ccccc3)CC2)c2ccccc2c1=O,12,6,1,0,-3,3,6,-4,2
O=C(C1CCCN(S(=O)(=O)c2ccc(Cl)cc2)C1)N1CCCC1 (centres undefined),9,11,-3,1,0,7,3,0,-2
CCC(=O)N1CCc2cc(S(=O)(=O)N3CCN(c4ccccn4)CC3)ccc21,-29,-2,2,-4,1,5,-1,5,0
CC(C)(C)c1csc(NC(=O)CS(=O)(=O)c2ccccc2)n1,-3,8,0,-1,1,3,0,2,10
COc1ccc(Nc2ncc(C(=O)N3CCN(c4ccccc4OC)CC3)c3ccccc23)cc1,29,-2,2,-1,-3,4,1,12,1
c1ccc(Cn2cc(-c3cccnc3)cn2)cc1,14,10,4,-1,-2,5,2,-2,·
Cc1ccc2occ(/C=N/NC(=O)c3ccccc3C)c(=O)c2c1,13,0,1,0,6,-3,-3,0,24
COc1ccc([C@H]2CC(=O)C=C(c3ccc(SC)cc3)C2)cc1,0,5,10,-8,3,15,0,2,·
COC(=O)C1=C(C)NC(C)=C(C(=O)OC)C1C(=O)OC1CCCCC1=O (centres undefined),-4,5&4,-1,-1,1,9&-1,1&4,-1,2
COc1cc(C)ccc1N(CCCN1C(=O)c2cccc3cccc(c23)C1=O)C(=O)c1cccs1,-14,-6,-14,-1,-7,-5,-14,-5,-3
Cc1cc(=O)[nH]c(N/N=C/c2c(C)nn(-c3ccccc3)c2Cl)n1,3,6,3,-6,4,12,8,3,-2
NC(=O)C1(N2CCCCC2)CCN(C(=O)c2ccc(C#Cc3ccccc3)o2)CC1,17,8,6,-1,-1,4,5,5,4
COC(=O)C(NC(=O)c1ccco1)(Nc1ccc(Br)cn1)C(F)(F)F (centres undefined),9,6,-1,5,-3,0,9,7,1
CCOC(=O)c1c(-c2ccccc2Cl)csc1NC(=O)c1cc(S(=O)(=O)N2CCOCC2)ccc1C,-3,-2,-7,-2,-5,-9,-6,9,-8
Cc1ccc(S(=O)(=O)N[C@H](C(=O)Oc2ccc3c(C(F)(F)F)cc(=O)oc3c2)c2ccccc2)cc1,0,8,3,1,-1,0,5,9,-2
COc1ccc(C2/C(=C(\O)c3ccc4c(c3)OCCO4)C(=O)C(=O)N2CCCN(C)C)c(OC)c1 (centres undefined),-16,0,3,-7,0,-1,-6,0,14
Cc1cccnc1NCC(O)COc1ccccc1 (centres undefined),-2,6,10,-1,6,9,7,4,1
C/[N+]([O-])=C/c1c(OCc2ccccc2)ccc2ccccc12,8,10,-5,-1,0,1,-2,3,-7

The closing two compounds of the section before open the next one.
molecule,PREPL inh,PAFAH1B2 inh,LYPLA2 counter,PAD4 inh,LYPLA1 inh,PAFAH1B3 FP inh,PAFAH2 FP inh,pPAFAH inh,GSTO1 inh
Cc1cccnc1NCC(O)COc1ccccc1 (centres undefined),-2,6,10,-1,6,9,7,4,1
C/[N+]([O-])=C/c1c(OCc2ccccc2)ccc2ccccc12,8,10,-5,-1,0,1,-2,3,-7
COc1ccccc1C(=O)NNC(=S)NC(=O)c1sc2ccccc2c1Cl,4,1,3,1,-1,-2,-2,14,4
CCOc1cc(N2CCOCC2)c(OCC)cc1NC(=O)c1ccc2ccccc2n1,19,4,-4,-4,-4,5,6,-7,16
COC(=O)C1CCN(C(=O)CCCOc2ccccc2)CC1,4,0,1,-1,-1,3,6,1,2
COc1ccc(O)c(C(=O)c2cnn(-c3ccccn3)c2)c1,12,1,-1,-3,2,2,-3,-1,0
CCCCCCCCCCOC(=O)NC1CCS(=O)(=O)C1 (centres undefined),13,5,8,4,6,4,3,18,7
Cc1cnccc1CN(C)C(=O)CC1C(=O)NCCN1CC1CCCCC1 (centres undefined),6,1,7,2,-1,1,-2,4,1
CCn1cc(C(C)NC(=O)Nc2ccccc2C(=O)OC)c(C)n1 (centres undefined),5,-1,-3,-3,2,16,-7,0,8
O=[N+]([O-])c1ccc(-n2cnc3ccccc32)c([N+](=O)[O-])c1,5,9,3,-5,-1,8,7,-1,3
Cc1ccc(NC2=Nc3ccccc3CS2)cc1,-1,3,1,-5,-2,6,2,3,11
Cc1cc(C(=O)NC2CC(C)(C)Cc3c2cnn3-c2ccccc2C)c(C)o1 (centres undefined),7,-3,-2,3,-5,1,-2,-5,-2
CCOC(=O)C1CCCN(C(=O)COc2ccc(N(C)S(=O)(=O)c3ccc(C)cc3)cc2)C1 (centres undefined),4,2,1,2,0,-1,9,1,-5
CCOC(=O)C1CCN(C(=O)COc2ccc3c(c2)OCO3)CC1,-2,0,-1,5,1,2,-8,3,-4
CC(C)(C)NC(=O)C(c1ccccn1)N(C(=O)C1CSC(=O)C1)c1ccccc1F (centres undefined),-12,7,1,1,2,10,0,-5,2
CCCN(C(=O)CCNC(=O)c1ccc(Cl)cc1)c1c(N)n(Cc2ccccc2)c(=O)[nH]c1=O,17,7,3,-4,3,-1,3,0,·
O=C(NCc1cccs1)c1cccnc1C(=O)O,1,3,-2,0,-2,-2,3,8,-2
O=C(Nc1ccc(F)cc1F)c1cccc(S(=O)(=O)N2CCCCC2)c1,1,4,-1,5,-5,2,4,6,·
O=C(CCc1nc(-c2ccccc2Cl)no1)NC1CCCCC1,4,2,-7,-7,-4,7,-8,-4,-4
